# TNAP inh hiacc: inhibitors of human TNAP at high phosphate acceptor concentration. P05186. purified TNAP, CDP-star luminescence, 1 M DEA. inhibition, % at 20 µM. actives 0.03% (n = 200,000);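 active = over 50% inhibition of tissue-nonspecific alkaline phosphatase at 20 µM in the single-dose screen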;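 note: plate controls were DMSO wells for no effect and EDTA-quenched wells as full inhibition for full effect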
# Target sequence (P05186 whole entry, looked up): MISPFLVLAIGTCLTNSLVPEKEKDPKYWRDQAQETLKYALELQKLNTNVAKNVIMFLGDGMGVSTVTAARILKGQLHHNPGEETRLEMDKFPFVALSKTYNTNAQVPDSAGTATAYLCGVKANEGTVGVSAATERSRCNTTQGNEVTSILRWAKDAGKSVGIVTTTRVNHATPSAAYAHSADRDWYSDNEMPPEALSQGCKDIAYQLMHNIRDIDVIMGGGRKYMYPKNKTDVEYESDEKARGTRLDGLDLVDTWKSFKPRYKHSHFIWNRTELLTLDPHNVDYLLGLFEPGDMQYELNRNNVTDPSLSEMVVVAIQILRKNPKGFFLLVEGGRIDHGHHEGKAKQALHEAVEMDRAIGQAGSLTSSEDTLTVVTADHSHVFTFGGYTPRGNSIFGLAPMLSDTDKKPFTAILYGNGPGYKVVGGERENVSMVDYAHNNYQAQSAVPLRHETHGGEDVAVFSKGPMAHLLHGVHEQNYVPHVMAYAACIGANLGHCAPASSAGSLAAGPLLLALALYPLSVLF
# PMI act satM6P: PMI (human) activation, high substrate. P34949. activation factor at 20 µM. coupled PMI enzyme assay, resazurin fluorescence, 20 min; active compounds read high; 1 = untreated enzyme, 0 = substrate-free blank. actives 0.34% (n = 190,000);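 active = activation factor of 2 or more at 20 µM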
#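 Test system: human phosphomannose isomerase with PGI, G6PDH, diaphorase coupling enzymes / Doses: 20 µM compound, 1% DMSO / Times: enzyme reaction with compound 20 min at room temperature / Measured by: Diaphorase-driven resazurin-to-resorufin fluorescence, excitation 544, emission 590 nm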
# HMGR II inh: inhibitors of class II HMG-CoA reductase from Enterococcus faecalis; purified E. faecalis HMGR, NADPH absorbance 340 nm kinetic; inhibition, % at 10 µM; actives 0.41% (n = 190,000); AID 1066;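 active = inhibition above a set limit, the median over all tested compounds plus 3 SD, cut at about 9.5% in these data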;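 note: enzyme runs in reverse so mevalonate oxidation gives rising NADPH absorbance; 0% = complete reaction with DMSO and 100% = background rate lacking mevalonate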
# TNAP act hi DEA: activators of human TNAP at high phosphate acceptor concentration | P05186 | purified TNAP, CDP-star luminescence, 1 M DEA, 30 min; active compounds read high; 0 = EDTA background, 1 = DMSO-only activity | activation factor at 20 µM | 200,000 tested, under 10 active | AID 1136;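 active = activation factor at least 2 at 20 µM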
#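 Dosing: 20 µM single point. System: human TNAP. Amount: TNAP 1/800 final. Incubation: 30 min, room temperature. Read-out: TNAP activation factor scaled between EDTA and DMSO control wells. Signal: luminescence from CDP-star hydrolysis. Medium: 1 M DEA, pH 9.8, Mg2+, Zn2+. Control set: EDTA negative control, DMSO positive control.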
# G6PDH CS: L. mesenteroides G6PDH inhibition counter-screen; Purified L. mesenteroides G6PDH, diaphorase/resazurin coupled fluorescence, 45 min; actives 0.12% (n = 200,000); AID 1020; inhibition, % at 5 µM; in the data active = inhibition above about 50%
# Diaphorase inh: diaphorase inhibition or chemical oxidation counter-screen | diaphorase resazurin-to-resorufin fluorescence, NADH, 16 min; bacterial (C. kluyveri) enzyme, not human | inhibition, % at 20 µM | actives 0.69% (n = 190,000) | AID 1217;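 active = primary screen inhibition at 20 µM above a set limit, cut at about 50% in these data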;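 note: plate controls were DMSO with full reaction for no effect and wells lacking NADH for full effect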
#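 Benchmarks: positive control wells lacking NADH, neutral wells with DMSO only. System: bacterial diaphorase enzyme (C. kluyveri). Input: 0.14 U/mL diaphorase, enzyme working solution. Detection: resorufin fluorescence, excitation 544 nm, emission 590 nm. Times: 16-min room-temperature incubation before reading.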
# Diaph act CS: counter-screen for diaphorase-based assays: diaphorase activators and chemical reducers; AID 1229; activation factor at 20 µM; actives 0.005% (n = 190,000); Diaphorase/resazurin coupled assay, resorufin fluorescence, 16 min; active compounds read high; 1 = vehicle wells, 0 = NADH-free wells;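 active = diaphorase activity raised at least twofold by the compound at 20 µM; inactive = activation factor below 2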
#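 Test system: Clostridium kluyveri diaphorase, purified enzyme. Buffer or medium: 50 mM HEPES pH 7.4 buffer plus MgCl2 and Tween 20. Also added: 0.114 mM NADH and 0.1 mM resazurin, final amounts. Dosing: compound 20 µM once, DMSO 1%. Schedule: 16 min enzyme reaction, ambient temperature. Detection: fluorescence of resorufin, 544 nm excitation, 590 nm emission.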
# TNAP inh noacc: blocks human TNAP activity with no phosphate acceptor present | P05186 | purified TNAP, CDP-star luminescence, 30 min | inhibition, % at 20 µM | actives 0.26% (n = 200,000);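 active = tissue-nonspecific alkaline phosphatase inhibition above about 50% at 20 µM in the single-dose screen, limit read from the data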;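 note: 0% = DMSO negative control and 100% = EDTA positive control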
# FLuc stim CS: firefly luciferase counter-screen for stimulation assays | P08659 | ATPlite luciferase biochemical, luminescence, 10 min; 0 = ATP-free wells, 1 = DMSO control | activation factor at 10 µM | 200,000 tested, under 10 active | AID 1027;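 active = luciferase activation factor, scaled between plate controls, of at least 2 with compound at 10 µM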
# Target sequence (P08659 whole entry, looked up): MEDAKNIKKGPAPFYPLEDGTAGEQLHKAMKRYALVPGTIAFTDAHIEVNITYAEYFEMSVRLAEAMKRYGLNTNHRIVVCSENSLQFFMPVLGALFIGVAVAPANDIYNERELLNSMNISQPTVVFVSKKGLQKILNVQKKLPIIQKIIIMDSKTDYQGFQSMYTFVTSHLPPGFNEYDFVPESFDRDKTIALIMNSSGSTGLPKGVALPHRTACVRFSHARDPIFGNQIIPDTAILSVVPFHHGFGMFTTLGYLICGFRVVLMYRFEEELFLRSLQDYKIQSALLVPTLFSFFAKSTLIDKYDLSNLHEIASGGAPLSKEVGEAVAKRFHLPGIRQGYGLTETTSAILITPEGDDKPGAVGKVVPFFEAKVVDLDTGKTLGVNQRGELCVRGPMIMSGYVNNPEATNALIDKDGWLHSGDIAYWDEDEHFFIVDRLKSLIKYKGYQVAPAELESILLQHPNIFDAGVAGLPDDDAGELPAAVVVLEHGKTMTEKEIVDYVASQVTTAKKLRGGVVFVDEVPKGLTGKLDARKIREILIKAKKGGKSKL
#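 test system = cell-free luciferase reagent | medium = PBS as buffer for the ATP substrate | dosing = test compounds dosed from 2 mM stocks in 100% DMSO | incubation = 10 min at ambient temperature | detection = luminescence measurement of luciferase light output | benchmarks = low control with PBS replacing ATP, high control enzyme plus ATP without compound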
# PMI activator: phosphomannose isomerase (human) activation; purified human PMI, coupled resazurin fluorescence, 20 min; active compounds read high; 1 = vehicle control, 0 substrate-free wells; activation factor at 20 µM; actives 0.005% (n = 190,000);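 active = activation factor of 2 or more at 20 µM, relative to plate controls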
# Starred values were filed as active, the others as inactive; nt = no result given. Compounds were not picked by outcome. About 1.7% of those tested had a hit in this group.
structure	Diaph act CS	TNAP inh hiacc	PMI act satM6P	FLuc stim CS	Diaphorase inh	TNAP inh noacc	PMI activator	G6PDH CS	HMGR II inh	TNAP act hi DEA
COc1ccc(N2CCN(C(=O)COCC(=O)O)CC2)cc1	1	6	1	0.9	0	1	1.1	1	-2	0.9
CC(=O)Oc1ccc(C)cc1N1C(=O)c2ccc(C(=O)O)cc2C1=O	1	-2	1.1	1	-4	-10	1.1	8	0	1
Cc1ccc(C)c(SCC(=O)OCC(=O)N2CC(C)OC(C)C2)c1 (stereo not drawn)	0.9	-5	1	1.1	10	-11	1	4	-10	1
COc1ccc(N2C(=O)c3ccc(NC(C)=O)cc3C2=O)cc1	1	-9	1.1	1.1	4	-9	1.2	6	-4	1.1
CN(c1ccccc1)S(=O)(=O)c1ccc(C(=O)OCC(=O)NCc2ccco2)cc1	0.8	-4	1	1	21	-10	0.9	0	0	1
Cc1nn(-c2ccccc2)c2sc(C(=O)NC3CC3)cc12	1	-8	1	1	0	-5	0.9	5	6	1.1
CC(C)OCCCNC(=O)C1CCN(S(=O)(=O)N2CCCCC2)CC1	1	-3	1	1	-1	-7	0.9	4	-3	1
COc1ccc(N(CC(=O)N/N=C/c2cccs2)S(=O)(=O)c2ccc(OC)c(OC)c2)cc1	0.9	0	0.9	1.1	14	-2	0.8	12	-3	1
CCN(C(=O)CSc1ncccc1C(=O)O)C1CCCCC1	1	-8	1.1	1	-4	-23	1.2	14	-2	1.1
COc1ccc(N2CCN(C(=O)C(OC(C)=O)c3ccccc3)CC2)cc1 (stereo not drawn)	1.1	-5	1	1	-5	-11	1	-1	-2	1.1
CCCc1nc(N2CCOCC2)c(C#N)c2c1CCCC2	0.9	4	1	1	13	-11	1	0	-4	1
CCOC(=O)N1CCN(C(=O)c2nn(-c3cc(OC)cc(OC)c3)c(=O)c3ccccc23)CC1	0.8	2	0.8	1	16	-10	0.9	-12	-6	1
CN(C)C(=O)N1CCC(C(=O)NC2CCCCCCC2)CC1	1	-2	1	1.1	1	2	1	1	-7	1
CN(C)C(=O)CSc1nnc(-c2cc(-c3cccs3)nc3ccccc23)o1	1	-8	1	1	3	-2	0.9	5	-2	1.1
Cc1ccc(NC(=O)CN2CCN(CCN=CC3=C(O)CC(c4ccc(C)cc4)CC3=O)CC2)cc1 (stereo not drawn)	nt	0	nt	1.1	nt	-1	nt	7	-6	1
CS(=O)Cc1cc(Sc2ccccc2)nc(-c2cccnc2)n1 (stereo not drawn)	0.9	-4	1	1.1	8	-13	1	3	-2	1
COc1cc([N+](=O)[O-])ccc1NC(=O)CSc1n[nH]c(C(C)C)n1	0.8	-6	0.8	1	25	-8	1	-2	-6	1.1
O=C1CN(C(=O)/C=C/c2ccco2)c2ccccc2N1	0.9	-5	1	1.1	10	0	1	-2	2	1.1
OCC1(Cc2ccccc2)CCCN(Cc2c[nH]c3ccccc23)C1 (stereo not drawn)	0.8	-5	0.9	1.1	19	-5	0.8	16	-5	1.1
Cc1ccc(C(=O)NN2C(=O)CSC2=S)cc1	0.9	1	1.1	1	11	-8	1.1	1	-3	1
COc1ccc(-c2noc(CCC(=O)Nc3cc(Cl)c(OC)cc3OC)n2)cc1	0.8	-3	0.9	0.9	21	-7	0.8	6	0	1
O=C(COC(=O)c1cccc(C(=O)OCC(=O)NCc2ccc(F)cc2)n1)NCc1ccc(F)cc1	0.9	-7	1	1.1	9	-15	1.1	-4	0	1.1
COc1cccc(OCCNc2cc(N3CCCCC3)ccc2[N+](=O)[O-])c1	0.8	7	1	1	18	-1	1	-3	-5	0.9
Cc1ccc(OCC(=O)N/N=C\c2cn(Cc3ccccc3)c3ccccc23)cc1C	0.9	2	1	1	8	-12	0.8	-9	0	1
CC(=O)Nc1ccc(S(=O)(=O)N2C3CCCC2CC(NC(=O)C2CCCCC2)C3)cc1 (stereo not drawn)	1	-2	1	1	4	-4	1	7	-8	1

# Single records, from the list above:
# `Cc1ccc(C(=O)NN2C(=O)CSC2=S)cc1` is entered as Diaph act CS: 0.9; TNAP inh hiacc: 1; PMI act satM6P: 1.1; FLuc stim CS: 1; Diaphorase inh: 11; TNAP inh noacc: -8; PMI activator: 1.1; G6PDH CS: 1; HMGR II inh: -3; TNAP act hi DEA: 1
# `Cc1ccc(C)c(SCC(=O)OCC(=O)N2CC(C)OC(C)C2)c1` (stereo not drawn) is entered as Diaph act CS: 0.9; TNAP inh hiacc: -5; PMI act satM6P: 1; FLuc stim CS: 1.1; Diaphorase inh: 10; TNAP inh noacc: -11; PMI activator: 1; G6PDH CS: 4; HMGR II inh: -10; TNAP act hi DEA: 1

# The list goes on:
structure	Diaph act CS	TNAP inh hiacc	PMI act satM6P	FLuc stim CS	Diaphorase inh	TNAP inh noacc	PMI activator	G6PDH CS	HMGR II inh	TNAP act hi DEA
Cc1ccc(C(C)C)c(OCCNC(=S)Nc2cccc3ccccc23)c1	1	-9	1	1.1	-1	-26	1	-11	1	1.1
COc1cc(CN2CCNC(=O)C2CC(=O)NCc2csc(C(C)C)n2)cc(OC)c1 (stereo not drawn)	1	-7	0.9	1.1	5	-13	1	5	-2	1.1
CC(N=C1NS(=O)(=O)c2ccccc21)C(=O)NCCCc1ccccc1 (stereo not drawn)	0.8	-3	1	1	15	-10	1	1	2	1
O=C(Nc1c(Cl)cccc1Cl)C1CCC1	0.9	-9	0.9	1.1	15	-20	1	2	-4	1.1
CCOC(=O)c1sc(=NC(=O)c2cccs2)n(C)c1C	1	2	1	0.5	5	-7	1	-4	-4	1
O=C(CCCN1C(=O)/C(=C/c2cccs2)SC1=S)NNC(=O)c1ccccc1O	1	8	1.1	1.1	2	-86	1	-13	2	0.9
C1=Nc2c(Nc3ccccc3)ncnc2Oc2ccccc21	0.9	-4	0.9	1.1	10	-3	1	5	2	1
CC1CCCN(c2ccc(C(=O)NCCc3ccccc3)cn2)C1 (stereo not drawn)	1	0	1	0.8	-4	-5	1	-4	-4	1
O=C(/C=C/c1ccccc1)NCCOc1ccccc1	0.9	-3	1.1	1	11	-3	1	8	0	1
O=C1NC(=O)[C@@H]2C3c4ccccc4C=CN3[C@H](C(=O)c3cccs3)[C@H]12 (stereo partly drawn)	0.7	-3	0.7	1	28	-2	1.2	17	-5	1
O=C(Nc1ccc2snnc2c1)Nc1cccc2ccccc12	0.8	0	0.8	1	21	-2	0.8	4	-10	1
COC(=O)C1C(O)=C(C=Nc2ccc(N)cc2)C(=O)CC1(C)C (stereo not drawn)	0.8	-6	1	1	17	-6	0.9	10	-1	1.1
Cn1c(=O)c2c(nc(NCc3ccccc3)n2Cc2ccc(F)cc2)n(C)c1=O	0.8	-1	0.7	1	18	-10	1	0	-6	1
Cc1ccc(S(=O)(=O)N(C)C)cc1NC(=O)COC(=O)Cc1ccc(Br)cc1	0.9	-3	1.1	1	6	-15	1	1	-1	1
O=C(OCC(=O)N1CCOCC1)c1ccc(N2CCOCC2)c([N+](=O)[O-])c1	1	3	1	1	4	-3	0.9	7	-6	1
CCOC(=O)c1[nH]c2ccc(OC)cc2c1NS(=O)(=O)c1ccc(Cl)s1	0.9	-2	1	1.1	14	-8	1	12	3	1
COC(=O)c1ccc(N2C(=O)CC(N3CCN(C(=O)c4ccco4)CC3)C2=O)cc1 (stereo not drawn)	1	-6	1	1	1	-10	1	26	3	1.1
N#C/C(=C(/O)C(Cl)c1ccccc1)c1nc2ccccc2s1 (stereo not drawn)	0.8	-3	1.3	1	17	-18	1.1	-2	1	1
CCN1C(=O)C(CC(=O)Nc2ccc(C)cc2C)Nc2cc(S(=O)(=O)N(C)C)ccc21 (stereo not drawn)	0.9	-1	0.9	1.1	9	-11	1	1	0	1
CN1CCN(c2cc(-c3ccccc3)nc3cc(-c4ccc(F)cc4)nn23)CC1	0.8	-6	0.9	1	16	-5	0.8	2	-3	1.1
CC(C)(C)n1nnnc1C(c1cccs1)N(Cc1cccnc1)CC1CCCO1 (stereo not drawn)	0.8	-2	0.9	1.1	24	-3	0.9	2	-7	1
OC(CNCCc1ccc(Cl)cc1)COc1ccc2ccccc2c1 (stereo not drawn)	1.1	-1	1	1	-7	-8	1	-3	-4	1
S=c1[nH]nc(Cc2noc3ccccc23)n1-c1ccc(Cl)cc1	0.7	-7	0.9	1	35	-4	0.9	6	5	1.1
CC1CCCC/C1=N\NS(=O)(=O)c1ccc(Br)cc1 (stereo not drawn)	0.9	-5	1.7	1.1	13	-10	1.4	2	-5	1.1
CCSc1nnc(NC(=O)c2ccccc2C)s1	1	0	1	0.9	3	-9	1	-3	-2	1

# The results go on:
structure	Diaph act CS	TNAP inh hiacc	PMI act satM6P	FLuc stim CS	Diaphorase inh	TNAP inh noacc	PMI activator	G6PDH CS	HMGR II inh	TNAP act hi DEA
O=C(CC1C(=O)N(c2ccccc2)C(=S)N1c1ccccc1)c1ccc(Br)cc1 (stereo not drawn)	0.8	-4	0.8	1.1	24	-4	0.8	-12	-3	1
COc1ccc(-c2c(=O)n(OCc3ccccn3)c3ccccc3[n+]2[O-])cc1OC	0.8	-2	0.7	1.1	20	-8	1.1	3	-2	1
CC(C)(O)C#Cc1ccc(CN2CCN(C3CCCCC3)C(CCO)C2)s1 (stereo not drawn)	0.9	-2	1	1.1	6	-3	1	6	1	1
COc1cc(NC(=S)N2CCN(C(c3ccccc3)c3ccccc3)CC2)cc(OC)c1	0.8	-1	0.8	1	20	-15	0.8	-14	-6	1
COc1ccc(CCNC(=O)Cn2c(=O)n(-c3ccc(C)c(F)c3)c(=O)c3sccc32)cc1OC	0.8	4	0.9	1	16	-8	0.9	5	-2	1
Cc1c(NC(=O)COC(=O)c2ccc[nH]c2=O)c(=O)n(-c2ccccc2)n1C	1	3	1.1	1	5	0	1	-6	-6	1
CC1(C)OC(=O)C(=NNc2ccc(Br)cc2)C(=O)O1	0.8	2	1	0.9	17	-3	1	13	0	1
COC(=O)c1ccc(C(=O)OC)c(NC(=O)CN(c2ccccc2)S(=O)(=O)N(C)C)c1	0.8	-2	0.9	1.1	20	-3	0.9	11	-6	1
CCCCOc1ccc2c(c1)C(=O)c1cc(O)ccc1-2	0.8	1	0.9	0.9	19	-2	0.8	6	-1	1
CCC(=O)N(Cc1cc(=O)[nH]c2ccccc12)C1CCCCC1	0.8	-6	1	1.1	24	-9	1	-2	0	1.1
